PHOSPHO1 inh – PubChem AID 1565. Phosphoethanolamine/phosphocholine phosphatase (Homo sapiens), Q8TCT1. recombinant PHOSPHO1, absorbance phosphatase assay. inhibition, % at 13.3 µM. actives 1.1% (n = 290,000); in the data active = inhibition above about 60%
VIM-2 inhibitor – VIM-2 metallo-beta-lactamase inhibitors, primary screen, biochemical, epi-absorbance readout, Pseudomonas aeruginosa enzyme; actives 0.89% (n = 290,000); purified VIM-2, nitrocefin hydrolysis, epi-absorbance fluorescence; AID 1527, 2009; inhibition, % at 5.6 µM;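 active = inhibition above the mean of all tested compounds plus 3 SD, cutoff set per screening run, cut at about 7.5% in these data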;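 note: red hydrolysis product quenches plate fluorescence so inhibitors raise well fluorescence; 0% = enzyme with DMSO and 100% = DMSO without enzyme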
IMP-1 inhibitor – IMP-1 metallo-beta-lactamase inhibitors, primary screen, biochemical, epi-absorbance readout, Pseudomonas aeruginosa enzyme | metallo-beta-lactamase IMP-1 (Pseudomonas aeruginosa) | purified IMP-1, nitrocefin hydrolysis, epi-absorbance fluorescence | inhibition, % at 5.6 µM | actives 0.45% (n = 290,000) | AID 1556, 2009;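 active = inhibition above the mean plus 3 SD of all compounds in the same screening run, cut at about 4.5% in these data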;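 note: 0% = IMP-1 with DMSO and 100% = DMSO wells lacking enzyme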
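System: purified recombinant IMP-1 beta-lactamase. Medium: Zinc- and detergent-supplemented HEPES buffer, pH 7.1. Compound: one 5.6 µM dose […]. Schedule: 15 min preincubation plus 25 min reaction at 25 °C. Technique: Epi-absorbance fluorescence, 480 nm excitation, 530 nm emission.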
IDE act – human IDE activators in live cells, primary screen, fluorescence polarization, HEK cells, FAbeta-B substrate. Insulin-degrading enzyme (Homo sapiens), P14735. FAbeta-B cleavage; 0% vehicle, 100% cell-free pure enzyme wells. activation, % at 5.96 µM. actives 0.073% (n = 340,000);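 active = activation above the mean of all tested compounds plus 3 SD, set per screening campaign, cut at about 17% in these data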
Target sequence (P14735 whole entry, looked up): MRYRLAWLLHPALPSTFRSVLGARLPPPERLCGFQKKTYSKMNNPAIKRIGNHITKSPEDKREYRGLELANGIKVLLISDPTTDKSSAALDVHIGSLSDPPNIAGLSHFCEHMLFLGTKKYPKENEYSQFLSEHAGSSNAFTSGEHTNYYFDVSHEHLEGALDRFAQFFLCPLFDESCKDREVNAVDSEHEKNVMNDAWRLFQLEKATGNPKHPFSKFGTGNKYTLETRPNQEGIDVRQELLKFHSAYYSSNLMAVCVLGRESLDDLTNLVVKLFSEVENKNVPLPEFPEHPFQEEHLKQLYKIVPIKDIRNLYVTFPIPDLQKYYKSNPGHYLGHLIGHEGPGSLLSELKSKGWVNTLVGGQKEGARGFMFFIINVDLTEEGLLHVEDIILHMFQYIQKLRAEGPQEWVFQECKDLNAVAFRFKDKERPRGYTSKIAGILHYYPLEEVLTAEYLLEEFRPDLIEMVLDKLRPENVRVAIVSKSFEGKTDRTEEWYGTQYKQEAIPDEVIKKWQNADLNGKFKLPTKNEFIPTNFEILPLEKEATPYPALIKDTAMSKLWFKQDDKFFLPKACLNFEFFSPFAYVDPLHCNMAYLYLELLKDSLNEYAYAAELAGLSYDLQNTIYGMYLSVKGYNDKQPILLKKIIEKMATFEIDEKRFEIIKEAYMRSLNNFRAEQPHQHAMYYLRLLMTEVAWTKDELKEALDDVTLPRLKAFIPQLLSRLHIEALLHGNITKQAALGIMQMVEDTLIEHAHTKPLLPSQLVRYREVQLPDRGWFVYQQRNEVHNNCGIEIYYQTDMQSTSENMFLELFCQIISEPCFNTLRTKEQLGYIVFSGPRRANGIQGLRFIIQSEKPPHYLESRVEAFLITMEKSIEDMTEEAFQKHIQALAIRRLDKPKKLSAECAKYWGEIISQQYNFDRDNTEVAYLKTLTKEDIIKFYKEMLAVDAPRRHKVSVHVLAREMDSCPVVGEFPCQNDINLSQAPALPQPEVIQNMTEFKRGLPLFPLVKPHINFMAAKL
M18AAP inhibitor – PfM18AAP inhibitors, malaria aminopeptidase, primary screen, biochemical, QFRET, recombinant enzyme; H-Glu-NHMec fluorogenic cleavage; inhibition, % at 7.35 µM; actives 1.2% (n = 290,000); AID 1822, 2009;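 active = inhibition above the campaign mean inhibition over all tested compounds plus 3 SD, cut at about 28% in these data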;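 note: 0% = plate median of test compound wells and 100% = 2 mM ZnCl2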
pCIP destab – p/CIP-EGFP fusion destabilizers, primary screen, fluorescence, F442A cells. decrease of EGFP signal, % at 10 µM. 16 h. actives 0.01% (n = 290,000);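 active = EGFP signal decrease of at least 30% at 10 µM or well 3 SD below plate mean, unless failing retest; inactive = the rest, including hits failing retest or dose response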; note: some compounds called inactive have numbers as strong as hits; many of its hits are not listed in these tables
GPR7 antagonist – GPR7 receptor antagonists, primary screen, cell-based, fluorescence, single concentration; GPR7-expressing cells, fluorescence antagonist assay; inhibition, % at 4.4 µM; AID 1861, 2009; actives 1.1% (n = 290,000); Neuropeptides B/W receptor type 1 (Homo sapiens), P48145; in the data active = inhibition above about 16%, passing the limit was not always enough;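 note: cells stimulated with the agonist NPW; 0% = agonist with vehicle and 100% = vehicle without agonist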
IDE inh – human IDE inhibitors in live cells, primary screen, fluorescence polarization, HEK cells, FAbetaB substrate; Insulin-degrading enzyme (Homo sapiens), P14735; AID 434962, 2010; actives 0.41% (n = 320,000); FAbetaB cleavage; inhibition, % at 5.59 µM;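 active = percent inhibition above the average of all tested compounds plus 3 SD, set per screening campaign, cut at about 16% in these data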;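 note: IDE supplied by intact live HEK cells; FP after avidin binding of uncleaved biotin substrate so inhibition keeps polarization high; 0% = DMSO wells and 100% = 60 µM reference IDE inhibitor Ii1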
NALP1 yeast inh – NALP1 inflammasome inhibitors in reconstituted yeast, colorimetric, S. cerevisiae, triplicate retest. S. cerevisiae NALP1/ASC/caspase-1 growth, X-gal OD620, 72 h. inhibition, % at 10 µM. actives 0.61% (n = 280,000); in the data active = inhibition mostly above about 24%, no sharp cut-off; inactive = mostly below about 32%; note: some compounds called inactive have numbers as strong as hits
* hit, by the source's call; · = not tested or not shown.

SMILES	PHOSPHO1 inh	VIM-2 inhibitor	IMP-1 inhibitor	IDE act	M18AAP inhibitor	pCIP destab	GPR7 antagonist	IDE inh	NALP1 yeast inh
O=C(CCNS(=O)(=O)c1ccc(Br)s1)N1CCCCC1	-2	-1.4	-1.6	5	-15	-12	4	-6	24
c1ccc(-c2noc(-c3cccnc3)n2)cc1	-20	-2.2	-5.2	2	-3	-6	5	-1	·
O=C(c1ncc[nH]1)c1cccs1	17	-2.1	-3.6	-3	10	-6	-8	3	14
COc1ccc(N2CCN(C(=O)CSc3ncccc3-c3nc4ccccc4[nH]3)CC2)cc1	94*	-0.5	1.8	-6	-3	-3	-11	1	7
Cc1ccc(/C(O)=C2/C(=O)C(=O)N(Cc3cccnc3)C2c2ccccn2)cc1 (stereo not drawn)	16	2.8	-3.4	4	0	2	2	-1	14
CC(=O)Nc1cccc(NC(=O)CCNC(=O)c2ccccc2)c1	11	-2.4	-2.9	6	-1	-2	-4	·	6
C=CCOC(=O)Nc1c(C(=O)OC)[nH]c2ccccc12	9	-3.3	-2.2	-2	7	15	-8	-2	-6
CCOC(=O)C1(CCCc2ccccc2)CCN(C(=O)CCc2cnn(C)c2)CC1	-6	-2.5	-2.0	0	-14	-2	8	1	-5
Cc1cc(C)n2ncc(C(=O)NC3CCCCC3)c2n1	48	-0.8	-3.6	-3	1	-12	-1	0	5
Cc1ccc(CONC(=O)c2ccc(OC(F)F)cc2)cc1	24	-4.1	-3.4	1	-2	-6	-6	-3	-1
Cc1nn(-c2ccccc2)c(C)c1C(=O)OCc1ccc(C#N)cc1	14	-1.2	0.5	-1	-13	-9	23	0	18
Cc1cc(=O)oc2c1c(C)nn2-c1ccc(Cl)cc1	45	-1.1	-2.9	-4	0	-12	-6	2	-2
O=C(Nc1ccc(Cl)cc1)C(c1ccccc1)N1CCOCC1 (stereo not drawn)	3	-2.5	-1.3	3	-1	-1	-17	2	-1
COc1ccc(C(=O)Nc2ccccc2)cc1S(=O)(=O)NCc1ccco1	40	-1.0	-2.3	4	7	4	-17	2	-7
COC(=O)C1=C(C)OC(N)=C(C#N)C1c1cccnc1 (stereo not drawn)	6	-3.3	-3.1	1	-7	-6	-4	-10	-1
COc1cccc(C(=O)Nc2ccc3c(c2)C(=O)N(CC2CCCO2)C3=O)c1 (stereo not drawn)	23	-3.2	-0.6	-1	7	1	-1	3	26
CCCCN(C)CCn1c(=S)[nH]c2cc(OCC)c(OCC)cc2c1=O	-24	-0.5	-2.7	3	-6	-4	-20	-1	5
CCC(=O)NC(Cc1ccccc1)c1nc2ccccc2[nH]1 (stereo not drawn)	19	0.5	0.5	5	-2	5	-8	·	11
CCc1cc([N+](=O)[O-])cc(CC)c1N	14	-4.3	-3.3	4	4	3	-9	2	0
O=C(/C=C/c1ccccc1)N(Cc1cccs1)C1CCS(=O)(=O)C1 (stereo not drawn)	32	-0.8	-0.4	-4	-16	-12	7	5	·
COC(=O)C1=C(C)Nc2sc(C(N)=O)c(N)c2C1c1ccncc1 (stereo not drawn)	-8	4.4	-0.5	2	17	-5	-7	0	4
Cc1ccc(N2CCN(S(=O)(=O)c3c(C)noc3C)CC2C)cc1 (stereo not drawn)	55	-0.6	-3.1	1	4	1	1	2	16
CSc1ccc(CCNS(=O)(=O)c2csc(C(N)=O)c2)cc1	22	-1.0	2.0	7	-4	-10	-14	-3	-8
Cc1cccc(C)c1NC(=O)CSc1nc(-c2ccco2)cc(C(F)(F)F)n1	-29	-4.1	-1.8	0	-2	-26	-7	0	11
Cc1cccc(/C=N\NC(=O)c2sccc2-n2cccc2)c1	-6	-3.1	-3.3	3	-7	5	-2	-1	-5

The list goes on:
SMILES	PHOSPHO1 inh	VIM-2 inhibitor	IMP-1 inhibitor	IDE act	M18AAP inhibitor	pCIP destab	GPR7 antagonist	IDE inh	NALP1 yeast inh
CCOc1c(C=C(C#N)C#N)c2ccccc2n1CC	1	-1.0	-1.9	6	-4	-9	-8	4	18
CCCCN=C(N)/C(C(=O)OCC)=C(\O)c1ccc(OC)cc1	9	-4.2	-3.8	4	1	2	-1	7	11
Cc1cc2cc(CCNC(=O)CCc3ccccc3)c(=O)[nH]c2cc1C	20	2.5	-0.9	0	-3	-4	-5	3	20
Cc1cc(C(C)(C)C)oc1C(=O)N(CC(=O)NC1CCCC1)c1cccc(C(F)(F)F)c1	2	-1.1	-2.8	3	-2	-11	20	-4	26
COc1ccc(OC)c(C(=O)COC(=O)c2cccnc2Cl)c1	-4	-6.1	-5.6	0	-4	2	-4	6	3
COc1cc(OC)cc(C(=O)Nc2nnc(SCC(=O)NCc3ccco3)s2)c1	4	3.2	-0.8	2	-1	-12	-10	-13	12
COc1cc(-c2nc(-c3ccccc3)c(-c3ccc(F)cc3)[nH]2)cc2c1OCO2	-4	-4.5	-2.8	2	-3	-5	-3	-1	0
COc1ccc(S(=O)(=O)Nc2ccc(Oc3ncccn3)c(Cl)c2)cc1	12	-5.5	-3.3	6	-1	-5	-4	0	10
COc1ccc(S(=O)(=O)Cc2ccc(C(=O)NCCCN(C)c3ccccc3)o2)cc1	18	-1.0	-4.2	2	-3	-3	1	3	6
Cc1ccc(NC(=O)C2=CCN(S(=O)(=O)c3ccc(F)cc3)CC2)c(C)c1	-4	-1.3	-0.2	-1	2	6	-11	4	21
CCOCCCNS(=O)(=O)Cc1ccccc1	-4	-7.3	-6.1	0	0	4	2	-4	·
CCOC(CCn1c(SCC(=O)Nc2cc(C)on2)nc2ccccc2c1=O)OCC	6	-3.6	-2.9	1	-4	-7	-4	2	-4
COc1ccccc1CNN	8	-0.8	-0.7	-1	-2	13	-11	8	-5
O=C1OCCC1Sc1nnc(-c2ccc(Cl)cc2)n1Cc1ccccc1 (stereo not drawn)	-10	-0.6	-2.9	-2	1	0	14	10	27
O=C(O)CCC(=O)Nc1ccc(C(=O)OC2CCCCC2)cc1	-7	-3.0	-1.5	4	4	-14	-9	2	17
CC1=NN(c2ccc(C(=O)O)cc2)C(=O)CC1	·	-0.3	-1.0	1	-1	-1	-22	1	-3
Cc1cccc(-n2cc(CNCCc3nc(C)cc(C)n3)c(-c3cccc(F)c3)n2)c1	46	-2.0	-1.1	-1	-2	2	9	0	·
CC[C@H](C)[C@H](NC(N)=O)C(=O)Nc1ccc(OC)c(Cl)c1	28	-2.9	-3.8	5	4	0	-10	-3	-1
COc1ccccc1CNC(=O)CCNS(=O)(=O)c1ccc2[nH]c(=O)oc2c1	-4	-3.3	-2.2	1	3	-10	0	0	3
Cc1nn(Cc2ccc(Cl)cc2Cl)c(C)c1NC(=O)CCl	6	0.7	0.2	2	2	1	1	-2	-51
COc1ccc(NC(=O)C2CCC(C(C)(C)C)CC2)cc1S(=O)(=O)N1CCCCC1 (stereo not drawn)	-7	-2.1	-3.1	-2	-2	0	-5	4	·
Cc1ccc(OCc2cc(C(=O)N3CCC(Oc4cccnc4)CC3)no2)cc1C	24	-1.5	-0.1	-7	-5	-9	-12	1	22
CCOC(=O)c1c(NC(=O)CSc2nnnn2C)sc(C(=O)N(C)C)c1C	8	0.6	-0.5	5	-5	6	-8	2	-5
CCOC(=O)COc1cc2c3c(c(=O)oc2cc1C)CCCC3	6	2.3	0.7	4	-1	-16	-4	7	-10
O=C(CSc1cccc(C(F)(F)F)c1)NCc1ccccc1	-1	-1.0	-0.9	-3	1	-5	-2	-3	·

Next entries follow.
SMILES	PHOSPHO1 inh	VIM-2 inhibitor	IMP-1 inhibitor	IDE act	M18AAP inhibitor	pCIP destab	GPR7 antagonist	IDE inh	NALP1 yeast inh
COc1cc(-c2nc3c[n+](CC(=O)c4ccccc4)ccc3n2C)cc(OC)c1OC	-32	-1.7	-3.0	-1	5	-6	-13	1	-3
O=C(NCc1ccc(-n2cccc2)cc1)c1cccc(F)c1	-3	-1.7	-0.5	4	5	-34	1	-1	-4
O=S(=O)(c1ccccc1)N1CCN=C1SCc1c(F)cccc1Cl	26	0.5	-1.8	3	2	-4	-14	5	21
O=C(Nc1ccc(Br)cc1)c1cccc(S(=O)(=O)Nc2ccccn2)c1	27	-3.0	0.7	6	-4	-41	-13	-2	17
O=C(CN(C(=O)CCC(=O)Nc1nccs1)c1ccc2c(c1)OCCO2)NCc1ccco1	2	0.0	-2.0	-3	-3	-8	-10	0	-4
O=C(CCN1C(=O)/C(=C/c2ccccc2)SC1=S)NCCc1ccc(O)cc1	37	-2.6	0.4	2	5	-3	1	2	-18
CC(C)Nc1oc(-c2cccc3ccccc23)nc1C#N	-4	-4.4	-2.0	5	2	2	-1	5	5
O=C(/C(=C(\[O-])c1ccccc1)[n+]1ccc2ccccc2c1)c1ccccc1	10	-1.5	-2.8	6	-7	-10	1	7	25
O=C1CN(CC(=O)NC2CCCc3ccccc32)CCN1 (stereo not drawn)	33	-2.8	-1.2	2	-1	-3	2	1	-5
COc1cc(CNC2CCCC2)cc(Cl)c1OCc1ccc(F)cc1	-6	-1.4	-2.8	-6	3	-3	26*	1	36
CN(C)c1cccc(C(=O)OCC(=O)NCC2CCCO2)c1 (stereo not drawn)	-3	-4.7	-4.0	-1	3	-1	-18	0	-6
Cn1c(=O)n(CCCOc2ccc(Cl)cc2)c2ccccc21	-3	-0.6	-3.6	1	-6	6	-6	4	53
Cc1ccc(CCNC(=O)c2nnn(-c3cc(C)cc(C)c3)c2N)cc1	-10	-2.2	-2.2	2	3	2	-18	6	12
O=C(CCNc1ccc(Cc2ccncc2)cc1)c1cccc([N+](=O)[O-])c1	37	-3.6	-3.6	2	-5	-6	-1	1	4
Cn1nc([N+](=O)[O-])nc1S(C)(=O)=O	36	-1.3	-3.4	-1	8	-9	-10	·	-21
CCOC(=O)C1(CCOc2ccccc2)CCN(Cc2cccn2-c2ncccn2)CC1	18	-1.3	-1.4	1	1	-1	12	2	14
CCOC(=O)C1(CCCc2ccccc2)CCN(C(=O)Cn2nc(C)nc2C)CC1	22	-3.4	-4.4	1	1	-10	-9	-2	·
Cc1c(Cl)c(C(=O)NNC(=S)Nc2ccc(F)cc2)nn1C	-68	-3.3	-2.3	3	19	-3	-7	-1	4
Cc1ccc(CN2CCN(c3cccc4[nH]ccc34)CC2)cc1	·	-1.1	-2.0	2	0	-6	-15	-2	8
Cc1ccc(CSCc2nnc(SCC(=O)N3CCN(c4ccccc4)CC3)n2C)cc1	22	-2.3	-3.9	1	-2	-7	8	4	-7
COc1ccc(S(=O)(=O)N2CCC(C(=O)NCc3ccccn3)CC2)cc1Cl	10	-2.0	-3.4	4	-3	-2	-2	0	-4

Reprinted at random: two records from the list
SMILES	PHOSPHO1 inh	VIM-2 inhibitor	IMP-1 inhibitor	IDE act	M18AAP inhibitor	pCIP destab	GPR7 antagonist	IDE inh	NALP1 yeast inh
Cc1ccc(CSCc2nnc(SCC(=O)N3CCN(c4ccccc4)CC3)n2C)cc1	22	-2.3	-3.9	1	-2	-7	8	4	-7
O=C(CCN1C(=O)/C(=C/c2ccccc2)SC1=S)NCCc1ccc(O)cc1	37	-2.6	0.4	2	5	-3	1	2	-18

Assay outcomes as filed in PubChem BioAssay.

This is a random part of the collection. About 5.3% of those tested had a hit in this group.
